Screening data from PubChem BioAssay.
GRIN3A LBD mod – modulates the human NR3A ligand-binding domain; NR3A LBD differential scanning fluorimetry, Tm shift; 0% = protein alone, 100% = glycine-bound protein; Tm shift relative to glycine control, % at 25 µM; 340,000 compounds, 2.5% hits; AID 1259313;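 active = melting temperature shift of at least 10% of the positive control shift, at one fixed dose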
APOBEC3A inh – inhibitors of human APOBEC3A DNA deaminase; 330,000 compounds, 0.41% hits; recombinant A3A, FAM/TAMRA ssDNA deamination fluorescence; P31941; AID 493011; inhibition, % at 20 µM;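 active = at least 40% inhibition at 20 µM here, with at most 30% in a related deaminase screen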;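 also: plate controls were A3A with DMSO for no effect and wells lacking A3A enzyme for full effect; some results filed as inactive read as strong as hits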
Target sequence (P31941 whole entry, looked up): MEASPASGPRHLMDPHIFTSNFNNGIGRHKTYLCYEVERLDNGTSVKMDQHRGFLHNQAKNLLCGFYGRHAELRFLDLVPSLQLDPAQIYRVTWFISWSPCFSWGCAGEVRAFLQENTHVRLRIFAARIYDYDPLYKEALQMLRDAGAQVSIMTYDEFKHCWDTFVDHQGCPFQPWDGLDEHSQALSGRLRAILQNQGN
APOBEC3G inh – inhibitors of human APOBEC3G DNA deaminase | 330,000 compounds, 0.28% hits | recombinant A3G, ssDNA deamination FAM/TAMRA fluorescence | AID 493012 | inhibition, % at 20 µM | Q9HC16;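 active = inhibition of at least 40% at 20 µM, with no more than 30% in the related APOBEC3A deaminase screen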;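 also: plate controls were DMSO wells with A3G for no effect and wells lacking A3G enzyme for full effect; some compounds called inactive have numbers as strong as hits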
CCR6 antagonist – blocks CCL20-driven beta-arrestin recruitment at human CCR6; P51684; CHO-K1 CCR6 PathHunter beta-arrestin, luminescence, CCL20-stimulated; inhibition, % at 20 µM; 340,000 compounds, 0.49% hits; AID 493098;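 active = compounds whose inhibition of the agonist-driven luminescence signal at 20 µM reaches about 50%, limit read from the data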;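 also: cells stimulated with CCL20 at 14 nM final; plate controls were DMSO with CCL20 for no effect and DMSO without agonist for full effect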
Target sequence (P51684 whole entry, looked up): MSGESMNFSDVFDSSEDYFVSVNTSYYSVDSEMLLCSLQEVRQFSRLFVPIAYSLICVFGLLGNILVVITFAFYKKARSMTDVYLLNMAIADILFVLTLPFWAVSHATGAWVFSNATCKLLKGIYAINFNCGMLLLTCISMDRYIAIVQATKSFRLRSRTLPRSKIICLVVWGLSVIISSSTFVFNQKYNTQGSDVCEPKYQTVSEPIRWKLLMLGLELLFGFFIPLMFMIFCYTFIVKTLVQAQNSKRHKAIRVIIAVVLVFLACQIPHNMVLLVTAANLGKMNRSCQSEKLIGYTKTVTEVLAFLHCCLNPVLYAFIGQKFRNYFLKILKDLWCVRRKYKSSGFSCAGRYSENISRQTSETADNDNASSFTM
MPTP inh – blocks calcium-induced mitochondrial swelling; 360,000 compounds, 1.4% hits; AID 602449; isolated mouse mitochondria, Ca2+ swelling absorbance, 30 min; inhibition, % at 10 µM;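 active = inhibition of 50% or more, scaled per plate between neutral and stimulator controls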;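 also: 0% = DMSO wells given calcium and 100% = 1 mM EGTA wells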
CXCR6 inh – inhibitors of human CXCR6 receptor | inhibition, % at 20 µM | O00574 | CHO-K1 PathHunter CXCR6 beta-arrestin, luminescence | 360,000 compounds, 0.36% hits | AID 602244; in the data active = inhibition above about 34%, passing the limit was not always enough;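 also: antagonist mode with CXCL16 agonist at 10 nM final; 0% = 10 nM CXCL16 with DMSO and 100% = unstimulated wells without agonist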
Target sequence (O00574 whole entry, looked up): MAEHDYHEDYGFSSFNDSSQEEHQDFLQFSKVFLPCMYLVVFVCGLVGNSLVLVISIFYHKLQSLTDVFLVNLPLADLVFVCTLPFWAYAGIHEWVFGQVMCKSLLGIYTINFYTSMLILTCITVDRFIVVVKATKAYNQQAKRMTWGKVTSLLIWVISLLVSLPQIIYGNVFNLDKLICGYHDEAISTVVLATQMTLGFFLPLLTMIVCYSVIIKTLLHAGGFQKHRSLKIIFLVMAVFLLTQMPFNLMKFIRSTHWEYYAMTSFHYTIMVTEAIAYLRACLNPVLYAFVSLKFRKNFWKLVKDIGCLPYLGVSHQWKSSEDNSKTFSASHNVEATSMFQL
Gli-Sufu block – antagonists of Gli-Sufu signaling; Sufu-KO-LIGHT fibroblasts, Gli luciferase reporter luminescence; inhibition, % at 5 µM; 340,000 compounds, 0.74% hits;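 active = inhibition above about 55%, limit read from the data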;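 also: 0% = DMSO-treated cells and 100% = wells with medium but no cells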
EBI2 antag – antagonists of human EBI2 receptor; 360,000 compounds, 0.81% hits; inhibition, % at 5 µM; EBI2 beta-arrestin recruitment, luminescence, 7a,25-OHC stimulated; P32249; in the data active = inhibition above about 38%;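 also: enzyme fragment complementation signal reports receptor beta-arrestin coupling in cells; 0% = agonist plus DMSO wells and 100% = wells without agonist; some results beyond the cut were filed as inactive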
* marks the source's active call; other numbers are inactive results; . = no result given. Rows are unselected. About 5.8% of those tested had a hit in this group.

Structure	GRIN3A LBD mod	APOBEC3A inh	APOBEC3G inh	CCR6 antagonist	MPTP inh	CXCR6 inh	Gli-Sufu block	EBI2 antag
COC(=O)/C=c1/s/c(=C(\C#N)C(=O)NCc2ccco2)n(-c2ccccc2)c1=O	1	3	1	14	-2.1	3	-14	27
CCCCc1c(C)nc2ccc(C(=O)OCC)cc2c1Cl	-2	-5	-7	10	1.6	7	-7	7
Cc1ccc(C(=O)N/N=C/c2ccc(S(=O)(=O)O)o2)c(Cl)c1	5	-2	-5	36	-0.2	3	-4	0
COc1cc2c(cc1OC)C(c1ccc(-c3ccc(Cl)cc3Cl)o1)=NCC2	2	1	4	-1	2.3	-3	10	74*
Cc1nnc2c3ccccc3c(-c3cccs3)nn12	-2	-1	-1	8	-0.6	8	8	0
COC(=O)CSc1nnc(-c2ccccn2)n1N	1	0	-8	-4	1.6	-21	4	-2
C=CCN1C(=O)S/C(=C/c2ccsc2)C1=O	2	-3	-7	5	1.0	-6	-1	1
COc1ccccc1NC(=O)Nc1ccc(C)cn1	-1	-3	-4	1	0.1	-6	-2	-18
CCOc1ccc(CCNC(=O)COC(=O)c2cccnc2SC)cc1OCC	1	0	-8	8	-1.9	-5	-2	4
CCC1(C(=O)NC(=Nc2ccccc2)Nc2ccccc2)CCOC1=O (stereo not given)	0	.	.	0	-3.7	-6	-4	4
COc1ccc2[nH]cc(CCN=C3SCC(=O)N3C)c2c1	-2	-6	-6	4	2.3	-1	-30	1
Cc1nn(CC(=O)N2CCN(c3ccc(Cl)cc3)CC2)c(=O)c2cccn12	0	-8	-12	12	-1.1	-2	-2	1
O=C(Cn1ncc(Cl)c(Cl)c1=O)NC1CCCCC1	4	-2	-7	-10	1.0	6	3	4
O=C(Nc1nnc(C2CCCCC2)s1)C1CC(=O)N(c2ccccc2)C1 (stereo not given)	-4	1	-4	0	1.8	-14	-27	-5
Cc1cc(C)cc(NC(=O)COC(=O)CCc2ccc(S(=O)(=O)N3CCOCC3)cc2)c1	-1	-2	-7	5	-3.0	0	1	3
Cc1c(NC(=S)NC(=O)c2ccc(-c3ccc(Cl)cc3)o2)cccc1C(=O)O	6	0	1	35	-2.9	11	0	5
CC(C)c1cccc(C(C)C)c1NC(=O)CN(C)C1CCS(=O)(=O)C1 (stereo not given)	-1	-1	-7	-4	-3.5	2	-2	0
COc1ccc2c(c1)CCc1c(C(=O)NCc3ccc(F)cc3)noc1-2	-1	1	5	4	1.5	-5	-10	4
CCc1noc(C)c1C(=O)NNC(=O)c1cc(OC)c(OC)c(OC)c1	.	62*	9	-18	-0.5	10	-1	-2
Nc1nc(CN2CCN(c3ccccn3)CC2)nc(Nc2ccc(F)cc2)n1	-1	-6	-3	14	-3.4	-8	11	10
CCCCn1c(N)c(N(CCOC)C(=O)Cn2c(=O)cnc3ccccc32)c(=O)[nH]c1=O	2	16	-1	3	-2.0	0	5	-19
CCOC(=O)NC(=O)C(=CNc1ccc(C)cc1)C(=O)NC(=O)OCC	0	1	3	11	0.5	0	-4	-4
COC(=O)C1(C(F)(F)F)N=C2Sc3ccccc3N2C(N2CCOCC2)=N1 (stereo not given)	0	-3	-3	10	-0.9	1	20	0
COc1cccc(N=Nc2ccc3cccnc3c2O)c1	-16	4	3	42	6.2	21	-5	32
CC1CCCN(CC(O)COCC2COc3ccccc3O2)C1 (stereo not given)	1	0	-3	-12	-3.9	4	1	-7
CCOc1cc(CNCCSc2nnnn2C)cc(Br)c1OCc1ccccc1	-6	-2	-4	-3	17	-6	2	16
C=C1c2cccc(OC)c2O[C@H](C(=O)OCC)[C@@H]1CC(CC)CCCC (stereo not given in full)	0	3	4	32	-1.1	3	0	-4
O=C(NCc1ccco1)c1cccc2c1C(=O)c1ccc(/C=C/c3ccccc3)cc1S2(=O)=O	-3	3	-6	6	-1.2	-8	2	-4
CCC1c2ccc(C)n2CCN1C(=O)Nc1ccccc1OC (stereo not given)	0	-8	-6	14	-1.0	7	-5	7
Cc1noc(C)c1COc1ccccc1C(=O)N(C)CC(=O)Nc1ccc(F)c(F)c1F	0	-1	-8	12	-0.5	17	-5	-11
Cc1nc(SCc2ccc(C(=O)O)cc2)nc2c1CCCC2	-1	-1	-1	9	-0.5	-4	17	-10
CNc1oc(-c2ccccc2)nc1C#N	-8	0	-3	-3	-0.4	-5	-5	-7
O=C1COc2ccc(C(=O)COC(=O)CCOc3ccccc3)cc2N1	2	4	1	22	0.2	5	-3	-5
COCCCn1c(C)nnc1SCC(=O)Nc1ccc(C(C)=O)cc1	0	-3	-1	11	0.8	1	-5	-8
CN(C)c1ccc(CN2CCC(C(N)=O)CC2)cc1	1	5	1	-9	1.6	-9	-4	10
O=S(=O)(Nc1nc2ccccc2nc1Nc1ccc2c(c1)OCO2)c1ccccc1	8	-3	-6	2	41	-8	18	-12
CN(C)S(=O)(=O)c1cccc(NC(=O)COC(=O)CCSc2ccc(Cl)cc2)c1	-4	0	3	12	1.3	-10	3	9
CC1(C)SC[C@H](C(=O)Nc2cccc(Cl)c2)N1C=O	-2	1	1	6	3.0	-5	6	-1
COc1cc(-c2noc(C)c2/C=C/c2ccc(N)cc2)cc(OC)c1OC	-2	-4	-8	16	0.2	-6	38	-16
O=C1CCCC2=C1C1(CCCC1)N=C(Nc1nc3ccccc3s1)N2	2	2	-1	-8	0.3	-3	8	37
COc1ccc(NC(=O)CSc2nnc(Cn3c(=O)sc4ccccc43)n2C)cc1OC	0	0	-4	3	-1.1	2	-4	-4
CN(C)c1ccc(NC(=O)CC2NCCNC2=O)cc1 (stereo not given)	-1	0	2	-5	2.2	2	-9	-6
CCc1c(C(=O)N/N=C/c2ccsc2)csc1C	-1	-4	-7	8	-0.2	-10	18	-12
O=C(Cc1ccccc1Cl)Nc1cccc(S(=O)(=O)N2CCCCCC2)c1	-3	2	1	15	2.0	-4	-9	5
COc1ccc(NC(=O)CCC(=O)c2cccs2)cc1S(=O)(=O)Nc1ccccc1Cl	9	-7	-11	4	5.2	-1	5	1
CCCOc1ccc(C(=O)Nc2ccc(S(=O)(=O)Nc3onc(C)c3C)cc2)cc1	-7	6	-4	-2	1.1	-3	-7	3
Cc1ccnc(NC(=O)C2CCN(S(=O)(=O)c3ccc(C)c(C)c3)CC2)c1	1	-1	-3	23	0.1	-7	-1	-1
O=C(CSCc1cccc(Cl)c1)N/N=C/c1ccc(OCC(=O)N2CCCCC2)cc1	-4	1	-4	11	6.1	4	-4	6
CCc1nnc(NS(=O)(=O)c2ccc(NC(=S)NC(=O)/C=C/c3ccc([N+](=O)[O-])cc3)cc2)s1	-6	0	-1	13	-3.0	6	-4	4
CCOC(=O)c1cc(-c2ccc(OC)cc2)n(CCC(=O)NC2CCN(Cc3ccccc3)CC2)c1C	1	1	-11	18	-0.9	7	20	3
CC1CCCC(C)N1C(=O)COC(=O)CNC(=O)c1ccccc1 (stereo not given)	0	0	-4	-10	-0.5	4	4	9
CC1(C)Cc2c(cnn2-c2ccccc2)C(NC(=O)CCc2ccc(=O)[nH]n2)C1 (stereo not given)	13*	1	-5	-1	-0.9	4	-3	-3
CC(C)(C)c1ccc(S(=O)(=O)N2CCCCC2C(=O)NCc2ccccn2)cc1 (stereo not given)	0	0	2	8	-1.7	0	4	1
COc1ccc(NC(=O)CN(C)C(=O)c2c(C)nn(Cc3ccccc3)c2C)cc1	-2	0	-1	7	-3.1	-5	-4	-3
CCOC(=O)C1CCN(S(=O)(=O)c2ccc3c4c2CC(=O)N4CC(C)S3)CC1 (stereo not given)	0	-1	-7	-4	-1.1	-3	4	-13
COc1cc(C(=O)N2CCN(C(=O)Cc3ccccc3)CC2)cc(OC)c1OC	6	0	-2	2	-3.4	2	0	10
Cc1ccc2c(c1)C(=O)c1ccccc1CS2=O (stereo not given)	-2	1	-2	-5	-0.1	-5	4	-13
NC(=O)c1nn(CC(=O)Nc2cccc(S(=O)(=O)N3CCCCCC3)c2)c(=O)c2ccccc12	-2	28	2	10	-1.2	0	6	2
COc1ccc(C(C(=O)NC2CCCC2)N(C(=O)c2snc(-c3ccc(F)cc3)c2N)c2cccc(F)c2)cc1 (stereo not given)	6	-1	-5	1	-5.9	5	2	3
CCCN(Cc1ccccc1)C(=S)NC(=O)c1ccccc1[N+](=O)[O-]	0	-5	-16	12	0.3	13	4	7

Additional structures
Structure	GRIN3A LBD mod	APOBEC3A inh	APOBEC3G inh	CCR6 antagonist	MPTP inh	CXCR6 inh	Gli-Sufu block	EBI2 antag
COc1ccccc1NC(=O)NC(N)=O	-2	-1	-9	-7	-0.9	6	-4	-3
O=C(CSc1nnc(C2CC2)n1CC1CCCO1)Nc1cccc(Cl)c1 (stereo not given)	-4	3	-3	-3	-1.6	-7	-2	0
N/C(=N\OC(=O)CCN1C(=O)c2ccccc2C1=O)c1ccccn1	-1	3	-3	-1	-0.7	-5	-11	4
O=C1c2ccccc2C(=O)C1c1ccccn1	-1	-3	-7	7	0.7	-7	-46	-7
CCCCCOc1ccc(C(=O)NC(CCC)C(=O)O)cc1 (stereo not given)	0	-2	-5	-2	1.0	-8	-1	-6
CCc1nnc(NC(=O)C(CC)c2ccccc2)s1 (stereo not given)	-11	-2	-8	-3	2.9	0	1	-7
COC(=O)c1c(N2C(=O)[C@H]3[C@@H](C2=O)[C@]2(C(=O)Nc4c2ccc(C)c4C)N2CCC[C@@H]32)sc(C)c1C	-6	-2	-4	1	0.6	2	2	-7
Cc1cccc(N(Cc2cc3ccccc3[nH]c2=O)S(C)(=O)=O)c1	-2	-2	-6	16	-1.5	-1	2	8
Cn1c(=O)c2c(nc(CN3CCN(C(=O)c4ccco4)CC3)n2CCCO)n(C)c1=O	2	-4	-8	-13	-1.5	-2	4	-7
O=C(NNC(=O)c1ccccc1O)c1ccc(Cl)c(S(=O)(=O)N2CCc3ccccc32)c1	9	-1	-2	17	107*	5	63*	4
